High-throughput results as filed in PubChem.
PLCb3 inh: PLC-beta3 (human) inhibition, primary screen; Purified PLC-beta3, fluorogenic substrate, fluorescence; 370,000 compounds, 0.18% hits; inhibition, % at 12.2 µM; in the data active = inhibition above about 11%;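 also: 0% = median of compound wells on plate and 100% = full blocker control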
PLC-gamma1 inh: inhibitors of human phospholipase C gamma1; P19174; purified PLC-gamma1, fluorogenic substrate, fluorescence; inhibition, % at 12.2 µM; 370,000 compounds, 0.84% hits; AID 720700; in the data active = inhibition above about 9.5%
MBD2 inh: blocks human MBD2 binding to methylated DNA. Q9UBB5. TR-FRET, MBD2 binding to methylated oligonucleotide. inhibition, % at 4.4 µM. 370,000 compounds, 0.31% hits; in the data active = inhibition above about 13%
Target sequence (Q9UBB5 whole entry, looked up): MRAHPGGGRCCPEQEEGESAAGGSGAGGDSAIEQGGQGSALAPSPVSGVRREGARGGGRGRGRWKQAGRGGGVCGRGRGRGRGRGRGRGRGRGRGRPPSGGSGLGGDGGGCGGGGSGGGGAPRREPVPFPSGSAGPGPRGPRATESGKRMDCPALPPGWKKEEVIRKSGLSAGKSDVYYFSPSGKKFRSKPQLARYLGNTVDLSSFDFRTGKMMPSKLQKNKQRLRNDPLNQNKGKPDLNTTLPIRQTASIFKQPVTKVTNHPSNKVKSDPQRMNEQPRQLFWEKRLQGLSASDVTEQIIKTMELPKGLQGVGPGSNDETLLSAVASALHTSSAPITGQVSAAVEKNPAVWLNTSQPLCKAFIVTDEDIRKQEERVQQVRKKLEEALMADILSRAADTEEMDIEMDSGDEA
ASAP1 GAP inh: blocks human ASAP1-stimulated Arf1 GTP hydrolysis; GDP FP detection; Q9ULH1; AID 624377; 360,000 compounds, 0.19% hits; inhibition, % at 16.5 µM; in the data active = inhibition above about 25%;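 also: 0% = vehicle with enzyme and substrate and 100% = no enzyme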
Target sequence (Q9ULH1 325-724 limits assumed): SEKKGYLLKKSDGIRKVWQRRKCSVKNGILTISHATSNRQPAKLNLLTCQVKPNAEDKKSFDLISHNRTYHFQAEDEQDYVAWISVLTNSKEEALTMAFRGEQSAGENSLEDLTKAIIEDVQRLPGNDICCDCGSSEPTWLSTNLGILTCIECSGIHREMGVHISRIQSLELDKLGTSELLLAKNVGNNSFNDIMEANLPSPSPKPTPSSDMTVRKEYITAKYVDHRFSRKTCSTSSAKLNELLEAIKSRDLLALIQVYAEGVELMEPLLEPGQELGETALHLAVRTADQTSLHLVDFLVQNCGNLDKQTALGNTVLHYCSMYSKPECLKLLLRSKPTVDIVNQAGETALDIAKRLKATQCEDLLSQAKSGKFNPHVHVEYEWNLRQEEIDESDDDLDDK
KLK7 zymogen act: activates the human kallikrein-7 zymogen. P49862. purified proKLK7, EDANS-DABCYL substrate fluorescence; 100% is mature enzyme control, 0% vehicle. activation, % at 7 µM. 370,000 compounds, 0.9% hits;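 active = activation above the mean of all tested compounds plus 3 SD, computed per campaign excluding outliers beyond control limits, cut at about 13% in these data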
Target sequence (P49862 whole entry, looked up): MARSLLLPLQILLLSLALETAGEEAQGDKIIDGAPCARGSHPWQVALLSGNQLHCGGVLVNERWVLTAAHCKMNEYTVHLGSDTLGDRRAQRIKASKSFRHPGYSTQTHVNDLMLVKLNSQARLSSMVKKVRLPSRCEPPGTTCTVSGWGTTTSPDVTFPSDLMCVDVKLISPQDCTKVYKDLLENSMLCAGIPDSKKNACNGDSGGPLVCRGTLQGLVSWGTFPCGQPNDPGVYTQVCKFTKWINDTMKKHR
ADAM17 inh: ADAM17 inhibition, QFRET primary screen. 370,000 compounds, 0.83% hits. P78536. recombinant ADAM17, EDANS/DABCYL FRET peptide cleavage. inhibition, % at 6.95 µM;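 active = inhibition above the mean of compounds lying between control limits plus 3 SD, set per campaign, cut at about 8.5% in these data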;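 also: 0% = DMSO-only wells as the low control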
DDE Tn6 FP inh: DD(E)-Tn6 binding inhibition, primary FP screen; 370,000 compounds, 0.21% hits; inhibition, % at 8.3 µM; AID 720509; P02675; Fibrin DD(E) TRITC-Tn6 fluorescence polarization displacement;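 active = inhibition above a per-campaign cutoff: mean of compounds within control limits plus 3 SD, cut at about 15% in these data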;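 also: 0% = median of all compound wells on the plate and 100% = blocking peptide control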
DDE Tn7 FP inh: inhibitors of Tn7 peptide binding to human fibrin DD(E) | FP displacement of FITC-Tn7 peptide from fibrin DD(E); 0% = median of compound wells per plate | inhibition, % at 8.3 µM | 370,000 compounds, 0.13% hits | AID 720508;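 active = inhibition above the mean of compounds falling within the control limits plus 3 SD of them, cut at about 14% in these data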;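 also: 0% = plate median of compound wells and 100% = 10 µM Aha-Tn7 peptide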
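Assay system: Human fibrin DD(E) protein | Medium: Tris buffer with calcium and detergent, pH 7.8 | Reagent: 0.1 µM fluorescent Tn7 | Compound dosing: Single point at 8.3 µM | Times: 10 min preincubation, 3 h with tracer, room temperature | Detection: Fluorescence polarization of the labelled Tn7 tracer | Controls: Aha-Tn7 high control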
ARFGAP1 inh: inhibits rat ARF GTPase activating protein 1 | Arfgap1-stimulated ARF1 GTP hydrolysis, GDP FP detection | 360,000 compounds, 0.26% hits | Q62848 | AID 651572 | inhibition, % at 16.5 µM;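 active = inhibition above a per-plate limit, mean inhibition of low control wells plus 3 SD, cut at about 25% in these data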;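 also: 0% = DMSO wells with enzyme and 100% = wells lacking Arfgap1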
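System: truncated rat Arfgap1 GAP domain / Medium: HEPES-based buffer, pH 7.5 / Also added: N-terminally truncated human ARF1-GTP substrate / Incubation: enzyme reaction 120 min at 25 °C after 20 min preincubation / Measured by: FP of antibody-bound GDP Alexa 633 tracer, ex 620/em 688 nm / Replicates: singlicate, each compound tested once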
UHRF1 MBD2 ctr: human UHRF1 methylated DNA binding inhibitors. inhibition, % at 4.4 µM. 370,000 compounds, 0.75% hits. UHRF1 binding to methylated oligo, TR-FRET; in the data active = inhibition above about 21%;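 also: UHRF1 SRA domain binding a hemimethylated CpG hairpin DNA probe; 0% = median of test compound wells and 100% = reference inhibitor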
* marks the source's active call; other numbers are inactive results; x = not tested or not shown.

SMILES | PLCb3 inh | PLC-gamma1 inh | MBD2 inh | ASAP1 GAP inh | KLK7 zymogen act | ADAM17 inh | DDE Tn6 FP inh | DDE Tn7 FP inh | ARFGAP1 inh | UHRF1 MBD2 ctr
CCN(CC(=O)Nc1c(F)cccc1F)C(=O)Cc1ccc(S(=O)(=O)N2CCOCC2)s1 | -12 | -2 | 4 | 15 | -0.1 | -3 | 0 | -10 | 10 | -2
Cc1ccc(CN2CCCCC(NC(=O)C3CCCCC3)C2=O)cc1 (configuration not stated) | -2 | 7 | 3 | x | 0.0 | 2 | -1 | 2 | x | -1
COc1ccc(NC(=O)c2cc(OC)c(OC)c(OC)c2Br)cc1OC | 1 | -11 | 1 | -1 | -0.2 | -4 | 1 | -7 | 12 | 2
Cc1cnc(-c2nc3ccccc3n2C(C(=O)Nc2c(C)cccc2C)C2CC2)cn1 (configuration not stated) | -63 | -43 | 0 | -10 | 1.7 | -17 | 9 | 3 | 2 | -3
O=C(NC1CCN(c2ncccn2)CC1)c1cccc(F)c1 | -17 | -12 | 7 | 11 | 0.1 | -25 | 1 | -5 | -3 | 4
Cc1cc(O)c(C(=O)/C=C/c2c(F)c(F)c(F)c(F)c2F)c(=O)o1 | -109 | -74 | 1 | -13 | -2.5 | -10 | 8 | -6 | 6 | 2
CCOc1ccc(CCNC(=O)COC(=O)c2ccc(C)s2)cc1OCC | -4 | -2 | -6 | 16 | 0.3 | 1 | 4 | -2 | 6 | -2
Cc1cc2c(c(=O)o1)[C@@]1(C(=O)N(C)c3cccc(Br)c31)C1=C(CCCC1=O)O2 | 1 | 5 | 6 | -5 | 0.5 | 0 | -1 | 8 | 3 | 0
COc1ccc(NC(=O)Cn2nnc(C(=O)NCc3cccs3)c2N)cc1OC | -5 | 4 | 1 | 10 | -0.2 | 2 | -2 | -3 | 4 | 0
COc1cc(CCC(=O)N2CCN(c3ccccc3)CC2)cc(OC)c1OC | -6 | 1 | -4 | 2 | 0.0 | -2 | 5 | -3 | -2 | 0
CC(=O)Nc1ccc(NC2=Nc3ccccc3N3C2=Nc2c(c(C)nn2-c2ccccc2)C3c2ccccc2)cc1 (configuration not stated) | 1 | -4 | 2 | -6 | -0.1 | 1 | 0 | -11 | 5 | 3
O=C(Nc1ccc(Br)cc1F)c1cccnc1 | -1 | 0 | -2 | 6 | 0.5 | -4 | 8 | 0 | 7 | 5
Cc1ccc(N(C)S(=O)(=O)c2cc3c(cc2C)NC(=O)CO3)cc1 | 1 | 0 | -1 | -4 | 0.6 | 0 | 4 | 4 | 2 | 0
c1ccc(-n2nnnc2OCCOc2nnnn2-c2ccccc2)cc1 | 9 | 14* | 2 | 14 | 0.2 | 2 | -2 | 5 | 21 | 5
CCC(=O)N1CCc2cc(Br)cc(S(=O)(=O)N3CCC(C(=O)NC(C)C)CC3)c21 | -6 | -1 | 0 | 4 | 0.3 | -2 | 8 | 5 | -9 | 1
CCn1c(SCC(=O)c2cc(OC)ccc2OC)nnc1C(C)C | -5 | -3 | -2 | 4 | 0.9 | -4 | -1 | -1 | 3 | 1
COc1ccc(OC)c(C2C(C(C)=O)=C(C)Nc3ncnn32)c1 (configuration not stated) | -3 | 0 | -2 | -9 | -0.5 | -1 | 6 | 1 | -3 | 3
Cc1ccc(C(C2=C(O)CC(C)(C)CC2=O)C2C(=O)CC(C)(C)CC2=O)o1 (configuration not stated) | 1 | 0 | -5 | 8 | -0.3 | -3 | 0 | -5 | 9 | 3
CNC(=O)C1CC(=O)N(Cc2ccccc2)C(=Nc2ccc(OC)cc2)S1 (configuration not stated) | 4 | 2 | -4 | 3 | -0.7 | 0 | -1 | 1 | 4 | 1
CCCC(=O)N(Cc1cc2cc(OC)ccc2[nH]c1=O)c1ccccc1OC | -21 | -14 | -5 | 1 | 1.0 | -55 | -5 | 4 | -1 | -2
COc1ccccc1NC(=O)COC(=O)c1ccc(S(=O)(=O)N2CCCCCC2)cc1 | 3 | 0 | 2 | -1 | -0.6 | -2 | 7 | -2 | 1 | 2
CN(C)S(=O)(=O)c1cccc(NC(=O)CN(CCO)CC(=O)Nc2cccc(S(=O)(=O)N(C)C)c2)c1 | 1 | 3 | 8 | -2 | 0.1 | -1 | -1 | -4 | 20 | -2
CCOC(=O)CCc1c(C)c2c(C)nn(-c3ccccc3)c2[nH]c1=O | 2 | 0 | 4 | 11 | 0.2 | -1 | -1 | 11 | 4 | -3
O=C(O)CCC(=O)NNC(=O)COc1ccc(Cl)cc1Cl | 0 | 0 | -3 | -1 | 0.2 | -6 | 0 | 3 | 10 | 1
CC(C)(C)NC(=O)COC(=O)c1ccccc1Nc1ccc(SC(F)F)cc1 | -123 | -83 | 0 | 16 | -7.8 | -2 | -3 | -2 | 10 | 1
Cc1c(Cc2ccccc2)c(=O)oc2c(C)c(OCC(=O)Nc3ccc(C#N)cc3)ccc12 | -15 | -17 | 5 | -18 | -3.9 | -10 | 6 | 1 | 6 | 1
Cc1cc(C)c2nc(SCCc3ccccc3)nc(C)c2c1 | 8 | 3 | 2 | -3 | -0.1 | 2 | -8 | -2 | -10 | 4
Cc1nn(CC(=O)NCCc2ccccc2)c(C)c1[N+](=O)[O-] | 6 | 4 | -1 | 2 | -0.1 | 5 | -5 | -1 | -8 | 4
O=C(CSc1nnc(NC(=O)C2CC(=O)N(c3ccccc3)C2)s1)NC1CCCC1 (configuration not stated) | -7 | 4 | 2 | 6 | 0.5 | -4 | 0 | -6 | 13 | 2
CCN(CC)C(=S)NC(=O)c1ccc(OC)c(Br)c1 | 7 | -3 | -6 | -5 | 0.1 | 0 | 2 | -3 | -4 | -5
COc1ccc(C(=O)N2CCCCC2c2cc(C(=O)Nc3ccc(OC)cc3C)no2)cc1 (configuration not stated) | 0 | 1 | 0 | 6 | 0.1 | 3 | -1 | 5 | -3 | 0
CN(Cc1ccccc1)C(=O)CCSc1nc(-c2ccc3c(c2)OCO3)cc(C(F)(F)F)n1 | -77 | -63 | 5 | 3 | -0.8 | -12 | 6 | 8 | 3 | -1
COc1ccc(S(=O)(=O)N2CCC(O)(c3ccc(Cl)cc3)CC2)cc1OC | -6 | 5 | 4 | 5 | 0.2 | -3 | -5 | -1 | 2 | 6
Cc1cc(-c2csc(NC(=O)c3ccccc3C(F)(F)F)n2)c(C)n1Cc1ccccc1 | -18 | -15 | 4 | -13 | 0.1 | -3 | 2 | 6 | 11 | 1
Cc1nc(C)c(CCNC(=O)c2ccccc2Br)s1 | 3 | 2 | -1 | -4 | -0.2 | 4 | 1 | 6 | -2 | 21*
Cc1ccc2nc(SCC(=O)Nc3ccc(Br)cc3)nc(=O)n2c1 | 2 | 5 | -2 | -3 | -0.1 | 0 | -2 | -8 | 20 | 1
Cc1cc(NC(=O)CSc2nnc(-c3cccnc3)n2N)no1 | -4 | -5 | 2 | 8 | -0.2 | -6 | -1 | -5 | 2 | -4
Cc1cccc(N2CCN(C(=O)c3ccc(NS(=O)(=O)c4c(C)noc4C)cc3)CC2)c1C | 0 | 0 | 0 | 3 | 0.7 | 5 | 9 | -1 | 1 | -2
CCN(C(=O)COC(=O)c1ccccc1O)c1nc2ccccc2s1 | 0 | -4 | -5 | 5 | 0.2 | 0 | 5 | -6 | 1 | 1
CCN(CC)c1ccc(NC(=O)c2ccc(S(=O)(=O)N3CCOCC3)cc2)cc1 | 2 | 1 | 0 | -10 | 0.5 | -3 | -6 | -2 | -7 | -2
O=C(CSc1nc(-c2ccccc2)cc(C(F)(F)F)n1)NCc1ccco1 | 2 | 6 | 1 | 8 | 0.3 | 0 | -8 | -3 | 1 | -2
CC1Cc2ccccc2N1C(=O)CN1CCc2ccccc2C1 (configuration not stated) | 5 | 0 | -1 | -1 | 0.2 | -4 | -6 | 5 | 1 | 6
C[C@H]1CN([C@@H](C)CO)C(=O)Cc2cc(NS(=O)(=O)c3cccs3)ccc2O[C@H]1CN(C)S(=O)(=O)c1cn(C)cn1 | 3 | 3 | -1 | 2 | 0.2 | 2 | 8 | 8 | 8 | 5
COC1OC(COC(=O)c2ccccc2)C(OC(=O)c2ccccc2)C1OC(=O)c1ccccc1 (configuration not stated) | -4 | 5 | 0 | 5 | -0.1 | 1 | 7 | 4 | 5 | 2
CCCCC(=O)N(C)c1c(CC)nc2c(OCCOc3ccccc3)cccn12 | -5 | -3 | 0 | -9 | -0.1 | -6 | 0 | 6 | 2 | -4
OCCCNc1nnc(-c2ccccc2)c2ccccc12 | -9 | 1 | -1 | 6 | 0.2 | 1 | 0 | -5 | -8 | 5
CCOC(=O)N1CCN(C(=O)C2CCN(S(=O)(=O)N3CCCC3)CC2)CC1 | -3 | -3 | -1 | -1 | 0.8 | -4 | 0 | 3 | -2 | 0
CC(C)(C)NC(=O)C(c1ccc(C#N)cc1)n1c(=O)c(-c2ccco2)nc2ccccc21 (configuration not stated) | -143 | -88 | -4 | 7 | -0.2 | -57 | -2 | -4 | -5 | -6

6 records drawn at random from those above, as already listed:
SMILES | PLCb3 inh | PLC-gamma1 inh | MBD2 inh | ASAP1 GAP inh | KLK7 zymogen act | ADAM17 inh | DDE Tn6 FP inh | DDE Tn7 FP inh | ARFGAP1 inh | UHRF1 MBD2 ctr
OCCCNc1nnc(-c2ccccc2)c2ccccc12 | -9 | 1 | -1 | 6 | 0.2 | 1 | 0 | -5 | -8 | 5
CCOc1ccc(CCNC(=O)COC(=O)c2ccc(C)s2)cc1OCC | -4 | -2 | -6 | 16 | 0.3 | 1 | 4 | -2 | 6 | -2
COc1ccccc1NC(=O)COC(=O)c1ccc(S(=O)(=O)N2CCCCCC2)cc1 | 3 | 0 | 2 | -1 | -0.6 | -2 | 7 | -2 | 1 | 2
Cc1c(Cc2ccccc2)c(=O)oc2c(C)c(OCC(=O)Nc3ccc(C#N)cc3)ccc12 | -15 | -17 | 5 | -18 | -3.9 | -10 | 6 | 1 | 6 | 1
CCN(CC)c1ccc(NC(=O)c2ccc(S(=O)(=O)N3CCOCC3)cc2)cc1 | 2 | 1 | 0 | -10 | 0.5 | -3 | -6 | -2 | -7 | -2
CCN(C(=O)COC(=O)c1ccccc1O)c1nc2ccccc2s1 | 0 | -4 | -5 | 5 | 0.2 | 0 | 5 | -6 | 1 | 1

(more compounds)
SMILES | PLCb3 inh | PLC-gamma1 inh | MBD2 inh | ASAP1 GAP inh | KLK7 zymogen act | ADAM17 inh | DDE Tn6 FP inh | DDE Tn7 FP inh | ARFGAP1 inh | UHRF1 MBD2 ctr
COc1ccc(-c2cc(=O)[nH]c(=S)[nH]2)cc1 | -4 | -2 | 5 | 6 | -0.5 | -5 | 6 | -3 | 0 | 4
Cc1nc2ccccc2n1C1CCN(CC(=O)NCc2ccc(F)cc2)CC1 | 2 | 1 | -3 | -11 | 0.4 | -1 | -10 | 1 | 0 | -3
O=C(Nc1nc2ccccc2[nH]1)C1CCCC1 | 1 | 4 | -3 | 13 | -0.3 | 1 | -5 | -6 | 11 | 7
O=C(N/N=C\c1ccccc1)c1ccccc1-n1cccc1 | -2 | 0 | 0 | 3 | 0.2 | -2 | 4 | -5 | 10 | 0
COC(=O)c1ccccc1CC1Cc2cc3c(cc2C1=O)CCC3 (configuration not stated) | -3 | 3 | 3 | -4 | 0.5 | -4 | 6 | 2 | 0 | 2
